# Rv3671c inh: Rv3671c (M. tuberculosis) protease inhibition; P9WHR9; hit rate 0.048% among 320,000; inhibition, % at 5.96 µM; in the data active = inhibition above about 38%;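 note: extracellular domain of Rv3671c used as enzyme; 0% = enzyme with DMSO and 100% = no enzyme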
# Target sequence (P9WHR9 whole entry, looked up, the tested form may be a part): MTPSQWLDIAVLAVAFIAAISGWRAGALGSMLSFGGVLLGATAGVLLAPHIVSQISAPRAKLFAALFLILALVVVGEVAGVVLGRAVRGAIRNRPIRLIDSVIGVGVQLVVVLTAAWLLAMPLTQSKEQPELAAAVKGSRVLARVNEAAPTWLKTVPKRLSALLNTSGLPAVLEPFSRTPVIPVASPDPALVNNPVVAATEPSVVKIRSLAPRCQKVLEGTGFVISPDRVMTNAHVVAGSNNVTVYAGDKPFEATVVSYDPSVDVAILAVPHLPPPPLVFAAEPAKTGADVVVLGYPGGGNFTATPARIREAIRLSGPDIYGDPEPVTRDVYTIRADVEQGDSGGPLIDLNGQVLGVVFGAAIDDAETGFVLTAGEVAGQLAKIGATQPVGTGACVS
# CCHF vOTU inh: CCHFV vOTU protease inhibition; Pep-AMC fluorescence; AID 651958; hit rate 0.55% among 370,000; inhibition, % at 11.5 µM; in the data active = inhibition above about 30%; note: 0% = vehicle wells with enzyme and 100% = no enzyme wells
# PrPC surface inh: reduces human prion protein on the cell surface; P04156; cell surface PrPC, TR-FRET read-out; inhibition, % at 13.8 µM; hit rate 0.43% among 370,000; AID 720596; in the data active = inhibition above about 24%; note: 0% = median of the test wells and 100% = reference compound wells
# 3CLpro inhibitor: SARS-CoV 3CLpro protease inhibition; hit rate 0.14% among 290,000; P0C6X7; recombinant SARS-CoV 3CLpro, quenched FRET peptide cleavage; inhibition, % at 6 µM; in the data active = inhibition above about 12%
# SSB-PriA inh: K. pneumoniae PriA-SSBct interaction inhibition; AlphaScreen SSBct-PriA binding, biotinylated peptide; inhibition, % at 33 µM; hit rate 0.6% among 430,000; AID 1272365; in the data active = inhibition mostly above about 37%, no sharp cut-off; inactive = mostly below about 20%;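 note: plate controls were negative control peptide for no effect and reference peptide for full effect; strong numbers were not always called active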
# DUSP3 inh: blocks human VHR1 dual specificity phosphatase; recombinant VHR phosphatase, pNPP absorbance; hit rate 0.52% among 290,000; inhibition, % at 13.3 µM; AID 1654; in the data active = inhibition above about 50%; note: some compounds called inactive have numbers as strong as hits
# Target sequence (P51452 whole entry, looked up): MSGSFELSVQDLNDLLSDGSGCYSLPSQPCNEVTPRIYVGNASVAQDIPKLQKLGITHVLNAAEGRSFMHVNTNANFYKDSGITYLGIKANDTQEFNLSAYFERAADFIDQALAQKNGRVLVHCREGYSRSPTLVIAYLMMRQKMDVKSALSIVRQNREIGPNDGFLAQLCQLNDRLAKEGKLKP
# BH1578 lux ind: inducers of Vibrio cholerae quorum light production without autoinducers | V. cholerae BH1578 lux reporter, luminescence, 6 h | activation, % at 18.7 µM | hit rate 0.16% among 350,000 | AID 588436; in the data active = activation mostly above about 9.7%, no sharp cut-off; note: not every result past the cut was called active; inactives centre near 0; reference of the scale not given here
# MazEF act: activators of E. coli MazEF toxin-antitoxin RNase; P0AE70; FAM/BHQ RNA-DNA oligo cleavage fluorescence, 5 h; activation, % at 20 µM; hit rate 0.32% among 350,000; AID 504720; in the data active = activation above about 50%
# Target sequence (P0AE70 whole entry, looked up): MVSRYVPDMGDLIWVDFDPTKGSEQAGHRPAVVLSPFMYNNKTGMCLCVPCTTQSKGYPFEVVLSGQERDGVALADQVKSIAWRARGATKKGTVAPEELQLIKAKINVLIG
# Yp Topo-I inh: inhibitors of Yersinia pestis topoisomerase I; activity, % at 10 µM; hit rate 0.064% among 360,000; Y. pestis Topo-I cleavage product accumulation, plate reader; AID 504884; in the data active = activity above about 50%, passing the limit was not always enough; note: inactives centre near 2
# TcdB inh: blocks C. difficile toxin B glycohydrolase activity | AID 652162 | P18177 | hit rate 0.24% among 350,000 | inhibition, % at 9.99 µM | TcdB glycohydrolase enzymatic assay, plate reader; in the data active = inhibition above about 10%
# Starred values were filed as active, the others as inactive; i = inactive; . = not tested or not shown; & = joins results of further samples. An excerpt; rates above refer to the full screens.
# Start of the data: the first four compounds, to show the layout:
# Sequence of screens – Rv3671c inh	CCHF vOTU inh	PrPC surface inh	3CLpro inhibitor	SSB-PriA inh	DUSP3 inh	BH1578 lux ind	MazEF act	Yp Topo-I inh	TcdB inh
COc1ccc(CN2CCOC2=O)cc1OC
 : -5	-7	2	0	-9	32	-0.3	9	1	2.4
CC(Sc1nnc(C2CC2)n1C)C(=O)Nc1ccc(N2CCOCC2)cc1 (configuration not stated)
 : .	1	4	.	-10	.	1.1	1	4	2.1
COc1cccc(CNC(=O)c2ccc(F)c(S(=O)(=O)N3CCCCC3)c2)c1
 : .	-11	3	.	.	.	i	3	14	1.4
CC1(C)CN(c2ccc(F)cc2)C1=O
 : 8	-3	5	1	-15	40	0.3	5	5	2.0

# The whole of this part, from the first entry:
# Sequence of screens – Rv3671c inh	CCHF vOTU inh	PrPC surface inh	3CLpro inhibitor	SSB-PriA inh	DUSP3 inh	BH1578 lux ind	MazEF act	Yp Topo-I inh	TcdB inh
COc1ccc(CN2CCOC2=O)cc1OC
 : -5	-7	2	0	-9	32	-0.3	9	1	2.4
CC(Sc1nnc(C2CC2)n1C)C(=O)Nc1ccc(N2CCOCC2)cc1 (configuration not stated)
 : .	1	4	.	-10	.	1.1	1	4	2.1
COc1cccc(CNC(=O)c2ccc(F)c(S(=O)(=O)N3CCCCC3)c2)c1
 : .	-11	3	.	.	.	i	3	14	1.4
CC1(C)CN(c2ccc(F)cc2)C1=O
 : 8	-3	5	1	-15	40	0.3	5	5	2.0
O=C(Cc1c[nH]c2ccccc12)Nc1nccs1
 : 2	11	-5	0	4	15	-0.5	7	-2	.
COc1ccc2nc(C)[nH]c(=O)c2c1
 : 2	8	2	0	0	11	.	7	-1	0.5
O=C(NC1CCCCC1)C(c1cccs1)N(CC1CCCO1)C(=O)c1csnn1 (configuration not stated)
 : -9	-8	2	3	3	10	-0.3	-2	4	.
Cc1cccc2cc(C#N)c(NCCCNS(=O)(=O)c3ccc(Cl)cc3)nc12
 : -17	-19	9	-2	-23	-4	-0.8	-5	21	1.3
COc1ccc(C(=O)N2CCN(C3CCCCC3)CC2)cc1OC
 : 3	2	1	0	-4	-8	0.1	6	3	1.5
CC1CCCCC1NC(=O)C1CCC(CNS(=O)(=O)c2ccc3c(c2)C(C)(C)C(=O)N3C)CC1 (configuration not stated)
 : .	0	-4	.	.	.	-0.4	.	28	-0.3
N#CC1=C(N)Oc2cc(N)ccc2C1c1ccc(F)cc1F (configuration not stated)
 : -12	-7	1	4	5	17	0.0	-43	3	-11
CCc1nnc(NC(=O)CCC(=O)N2CCN(Cc3ccc(F)cc3)CC2)s1
 : -1	1	-4	-2	-14	20	-0.2	10	14	0.2
C/C(=N\NC(=O)c1nnn(-c2nonc2N)c1CN1CCC(C)CC1)c1cccc(Br)c1
 : -13	10	-3	-1	.	-18	-0.9	-3	-6	-0.7
CCOC(=O)c1c(C)[nH]c(C)c1C(=O)COC(=O)c1sccc1C
 : 4	-6	-10	.	18	.	i	0	-2	0.2
COc1cc(SC)ccc1C(=O)Nc1ccc2c(c1)CCN2S(C)(=O)=O
 : -11	6	-6	5	-5	28	-0.5	5	-2	.
Cc1ccc(-n2nc3c(c2NC(=O)c2cccs2)CS(=O)(=O)C3)cc1C
 : -10	-1	-3	1	-5	2	1.9	-8	-12	1.1
CCN1CCN(c2cc(C)c3cc(NC(=S)N(CC)CC)ccc3n2)CC1
 : -4	-36	-9	-3	10	27	-0.2	1	8	1.4
COc1ccc(NC(=O)CN(C)C(=O)CCCSc2nc3ccccc3[nH]2)cc1
 : 7	-8	-2	.	0	.	i	-2	-1	1.6
CC(Sc1nnc(-c2ccccc2F)n1C)C(=O)NC1CCCCC1 (configuration not stated)
 : -16	3	-4	.	-12	.	-0.3	5	-4	1.0
OC[C@H]1O[C@@H](c2nc(-c3ccccc3Br)no2)[C@H](O)[C@@H]1O
 : .	10	8	.	.	.	-0.4	.	3	-0.5
CCc1nc(NC(=O)NS(=O)(=O)c2ccccc2C(=O)OC)nc(OC)n1
 : 8	-4	7	-8	8	-29	-0.2	-3	0	0.6
CSc1ccc(CN2CCC(C)(Oc3cccc(F)c3)C2)cc1 (configuration not stated)
 : .	16	-1	.	.	.	-0.8	.	23	-0.2
CC(=O)c1cc2c(cc1NC(=O)CCn1cccc1)OCO2
 : 2	15	-10	1	16	4	-1.2	-4	1	.
COc1cc(CNC(=O)Nc2nc(C(N)c3ccccc3)cs2)cc(OC)c1OC (configuration not stated)
 : .	8	3	.	.	.	0.5	.	0	-1.1
COc1ccc(OC)c(NC(=O)CNC(=O)Cn2ccc3ccccc3c2=O)c1
 : 6	2	4	1	-2	17	.	6	-2	-4.5
c1ccc2c(c1)NC(c1ccncc1)n1c-2nc2ccccc21 (configuration not stated)
 : 0	-118	-1	-5	-15	16	0.5	2	-7	.
O=C(O)c1cccc(-n2c(/C=C/c3cccc([N+](=O)[O-])c3)nc3ccccc3c2=O)c1
 : -2	-14	7	6	-1	24	-1.1	9	4	1.7
Cc1nc(SCC(=O)NCC2CCCO2)c2c3c(sc2n1)CCCC3 (configuration not stated)
 : -6	19	13	-3	2	16	0.6	-7	25	-5.1
COc1ccc(NC(=O)COC(=O)C2CC(=O)N(c3ccc(C)cc3)C2)cc1 (configuration not stated)
 : 2	5	-1	-1	-9	-47	-0.8	4	2	1.2
CCc1ccc(CNC(=O)CC2C(=O)NCCN2Cc2ccccc2F)nc1 (configuration not stated)
 : -2	6	-1	-3	-8	-26	i	-5	11	0.3
Cc1cccc(NC(=O)/C(=C/c2cccc([N+](=O)[O-])c2)NC(=O)c2cccs2)c1
 : -17	-10	-8	1	2	10	-0.2	-13	-5	.
CC12CCC(CC1=O)C2(C)C (configuration not stated)
 : 4	-3	1	.	-5	.	-0.4	9	-1	0.1
CC(CC(C#N)(c1ccccc1)c1ccccc1)N1CCCCC1 (configuration not stated)
 : .	2	-4	.	5	.	.	8	0	7.2
CCNC(=S)N1CCC(C(O)(c2ccccc2)c2ccccc2)CC1
 : -8	2	-2	-2	-8	21	-0.3	-6	1	1.4
COc1cc(CC(=O)OCC(=O)NCc2ccc(C)cc2)cc(OC)c1OC
 : -1	2	8	.	0	.	0.0	8	-1	1.0
COc1ccc(-c2csc(NC(=O)c3nc(-c4ccccc4)oc3C)n2)cc1
 : 3	-9	2	3	5	10	i	-10	-7	.
COc1c([N+](=O)[O-])c(=O)n(-c2ccccc2)c2ccccc12
 : -9	5	4	8	-8	-3	-0.7	11	1	0.5
Cc1nc(S/C(=C/c2ccc(OCc3ccc(C(=O)O)cc3)cc2)C(=O)O)n[nH]1
 : 3	11	6	3	-7	40	-1.3	-2	4	-0.8
COc1ccc(S(=O)(=O)N2CCC(C)CC2)cc1Br
 : 1	8	1	-2	-35	-12	0.0	3	0	.
Cc1cc(N2C(=O)C(O)=C(C(=O)c3cccs3)C2c2ccccc2)no1 (configuration not stated)
 : -5	16	5	3	-6	27	i	4	8	.
O=C(CC1C(=O)OCC2CCCCN21)Nc1ccccc1C(F)(F)F (configuration not stated)
 : 3	-2	-4	-2	-1	-11	i	-17	0	-0.1
COc1cc(CN2CCNC(=O)C2CC(=O)N(C)CCC2CCOCC2)cc(OC)c1 (configuration not stated)
 : 2	-7	-7	3	-4	-6	-0.6	-18	7	0.7
CCCn1nc(C(=O)OCC(=O)NC(C)c2ccccc2)c2ccccc2c1=O (configuration not stated)
 : 5	-8	-5	2	-4	-4	-0.3	-7	-6	0.3
CCCN1C2CCCC1CC(NC(=O)c1cccc([N+](=O)[O-])c1)C2 (configuration not stated)
 : -5	-17	-13	3	-11	-5	i	6	2	-0.1
O=C(NCCN1CCOCC1)c1ccc2c(c1)N(Cc1ccc(Cl)cc1)CCS2
 : 2	-71	-6	-1	24	0	-0.2	-1	-4	0.7
CCCC(=O)Nc1ccc(C(=O)NNC(=O)c2cccc([N+](=O)[O-])c2)cc1
 : -6	-4	-16	4	-19	-7	0.2	2	0	0.0
Cc1ccccc1CNC(=O)CC1C(=O)NCCN1CC1CCCCC1 (configuration not stated)
 : -1	15	4	-1	-6	9	-1.0	0	23	0.4
CC1CN(c2nc(-c3ccccc3)nc3ccccc23)CC(C)O1 (configuration not stated)
 : -1	-9	-7	1	-9	10	-1.8	5	0	-0.1
COc1ccccc1C(=O)N1CCN(Cc2nc(CC3CC3)no2)CC1
 : -3	-15	4	1	1	13	i	7	-2	0.7
Cn1c(=O)c(=O)n(C)c2cc(S(=O)(=O)N3CCc4ccccc43)ccc21
 : 3	4	1	2	-9	18	0.2	5	0	.
COC(=O)c1ccc(NC(=O)c2ccc3nc(C)sc3c2)cc1
 : -12	14	1	-13	-11	23	-0.9	15	7	0.1
Brc1ccc(OCCN2CCOCC2)cc1
 : -2	2	-2	1	4&-4	-12	i	-2	0	1.0
CC(=O)Oc1c(I)cc(I)cc1C(=O)Nc1ccc(Cl)cc1
 : -11	4	-5	12	-2	10	-0.3	-7	-3	0.7
CCOC(=O)NC(=O)c1cn(Nc2ccccc2C(F)(F)F)c(=O)[nH]c1=O
 : 6	-9	3	-2	-16	10	i	-3	-7	1.6
CN(CCC#N)S(=O)(=O)c1cc2c3c(c1)CCN3C(=O)CC2
 : 1	-8	1	0	-11	-31	i	10	3	0.3
CC1CCN(C(=O)CSc2nnc(Cc3cccn3C)n2CCc2ccccc2)CC1
 : -7	-2	0	2	5	12	-0.4	1	18	0.7
CCOC(=O)c1cc(C)sc1/N=C/C1=C(O)CCCC1=O
 : -6	4	3	0	.	5	i	-12	-2	.
CCC/C(C#Cc1cc(OC)cc(OC)c1)=C1/c2ccccc2C(=O)N1c1ccccc1
 : -10	8	5	.	0	.	1.2	-10	-7	1.1
Clc1ccc(NC2=NCCCCC2)cc1
 : 4	-5	1	-1	3	-7	-0.5	-2	-3	.
COc1ccccc1C(=O)NNc1ncc(C)s1
 : 1	-9	-6	-1	-6	13	i	3	10	-2.4

# (more compounds)
# Sequence of screens – Rv3671c inh	CCHF vOTU inh	PrPC surface inh	3CLpro inhibitor	SSB-PriA inh	DUSP3 inh	BH1578 lux ind	MazEF act	Yp Topo-I inh	TcdB inh
CC(=O)C1=C(C)Nc2ncnn2C1c1ccc(C)cc1 (configuration not stated)
 : 3	8	2	-1	5	6	1.6	7	6	-1.1
N#C/C(=C/c1cn(-c2ccccc2)nc1-c1cccc(OCc2ccccc2)c1)C(=O)NCCCn1ccnc1
 : -10	10	0	3	21	-1	-0.1	-23	6	.
Cc1ccnc(SCCn2c(N3CCCCC3)nc3c2c(=O)n(C)c(=O)n3C)n1
 : 5	.	.	8	4	39	i	3	-10	1.9
NC(=O)NC(=O)C(Nc1ccc2c(c1)CCC2)c1ccccc1 (configuration not stated)
 : -10	12	3	-3	14	17	-0.3	2	-4	0.3
COc1cc(C(=O)NC(=S)N2C[C@H]3C[C@H](C2)c2cccc(=O)n2C3)cc(OC)c1OC
 : -8	-3	-9	2	-11	13	-0.5	3	1	0.7
C=CC[C@H](CC(=O)N(CCO)Cc1ccccc1)C(=O)N[C@H](COC(=O)[C@H](CC=C)CC(=O)OC(C)(C)C)Cc1c[nH]c2ccccc12
 : 2	24	5	.	-3	.	i	-1	19	0.8
O=C(CSc1cn(CCNC(=O)c2ccccc2)c2ccccc12)NCc1ccco1
 : 1	-2	4	2	1	34	i	1	1	-1.0
COc1cccc(C(=O)NCCS(=O)(=O)NC(C)CCc2ccccc2)c1 (configuration not stated)
 : -1	-2	-3	.	1	.	3.2	11	2	3.7
CCC(Sc1nc(C)cc(C)n1)C(=O)Nc1ccc(S(N)(=O)=O)cc1 (configuration not stated)
 : 10	17	-1	1	-7	13	i	2	12	0.5
CCCCN1CC[C@H]2C=CC[C@@H](C(=O)Nc3ccccc3)[C@H]2C1=O
 : 2	5	-1	.	-6	.	i	2	4	1.3
Cc1ccc(C2c3c(oc4ccccc4c3=O)C(=O)N2c2nnc(C(C)C)s2)o1 (configuration not stated)
 : 6	5	-2	10	-4	-2	-0.6	12	-4	0.6
Cc1cc(C(F)(F)F)nn1CC(=O)N1CCCC1
 : 1	2	0	-5	-4	7	i	2	-4	.
